High-throughput results deposited in PubChem by several laboratories.
CF NFkB block: cystic fibrosis NF-kB activation inhibition. inhibition, % at 5 µM. AID 588850. KKLEB NF-kB-GFP reporter, PAF-induced, GFP fluorescence overnight. 0.86% of 360,000 active;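 active = at least 50% inhibition at 5 µM, scaled per plate between neutral and stimulator controls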;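 note: PAF is a Pseudomonas aeruginosa culture filtrate used as stimulus; plate controls were PAF-stimulated DMSO wells for no effect and unstimulated DMSO wells for full effect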
TROY NFkB inh: inhibitors of TROY-dependent NF-kB signaling; Q293 LMP1-TROYcd NF-kB luciferase reporter, 4 h; inhibition, % at 10 µM; 0.98% of 360,000 active; AID 1347056;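 active = compounds whose plate-normalised and pattern-corrected inhibition of the luciferase reporter signal at the single screening dose is 50% or more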
NCOA1 inh: inhibits human SRC1 coactivator | Q15788 | HEK293 GAL4-SRC1 luciferase reporter, luminescence | inhibition, % at 3.6 µM | 0.12% of 360,000 active | AID 588354;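 active = inhibition above the campaign mean plus 3 SD, with each screening campaign given its own cutoff, cut at about 60% in these data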;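 note: 0% = DMSO treated cells and 100% = gossypol at 36 µM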
TWEAK Fn14 block: TWEAK-Fn14 signaling inhibition; TWEAK-stimulated Fn14 reporter cells, luciferase luminescence, 8 h; inhibition, % at 10 µM; 2% of 360,000 active; in the data active = inhibition above about 50%
COUP-TFII inh: NR2F2 (human) inhibition, primary screen | P24468 | HEK293T NGFI-A luciferase reporter, luminescence | inhibition, % at 8.6 µM | 0.7% of 370,000 active;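 active = inhibition above a per-plate cutoff, mean inhibition of test wells between control levels plus 3 SD, cut at about 38% in these data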;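 note: cells cotransfected with COUP-TFII expression vector driving the NGFI-A reporter; 0% = median of COUP-TF2 test wells and 100% = reporter-only cells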
EBV LMP1 NFkB: Epstein-Barr LMP1 NF-kappaB reporter inhibition; LMP1-induced NF-kappaB luciferase reporter cells, luminescence; inhibition, % at 12.5 µM; 0.69% of 350,000 active; in the data active = inhibition above about 41%;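 note: 0% = neutral control wells and 100% = reference inhibitor control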
Shn3 3UTR inh: reduces Shn3 3'UTR luciferase signal in osteoblasts; Clone20 osteoblast Shn3 3'UTR firefly luciferase, 24 h; inhibition, % at 12.5 µM; 0.52% of 360,000 active;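 active = mean inhibition of at least 75% with every replicate also reaching 75%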;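 note: 0% = median of neutral control wells and 100% = pilot-screen positive control compound; some compounds past the cut are filed as inactive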
C8 TRAIL sens: sensitizes caspase-8 expressing cells to TRAIL; inhibition (viability loss, TRAIL sensitization), % at 10 µM; 1% of 360,000 active; NB7+C8 cells + TRAIL, ATPlite viability luminescence; AID 624354;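 active = compounds causing at least 50% loss of cell viability in the single-dose screen, relative to plate controls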
KKLEB cytotox: reduces viability of KKLEB cystic fibrosis airway cells; KKLEB CF airway cells viability, ATPlite luminescence, overnight; hits give low values; cells stimulated with P. aeruginosa culture filtrate; activity change (cytotoxicity), % at 5 µM; 0.36% of 360,000 active; AID 602141;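 active = corrected activity change at or below -50% at 5 µM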
NR5A2 inv ag: NR5A2 inverse agonism in reporter assay | inhibition, % at 3.6 µM | AID 602396 | HEK293T StAR-luciferase reporter, LRH-1 transfected, 24 h | 0.13% of 360,000 active | O00482;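 active = inhibition above the mean inhibition of all tested compounds plus 3 SD, cut at about 73% in these data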;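 note: 0% = DMSO wells and 100% = reporter-only cells lacking LRH-1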
NCOA3 inh: human NCOA3 inhibition. 0.17% of 360,000 active. HEK293 GAL4-SRC3 luciferase reporter, luminescence. Q9Y6Q9. inhibition, % at 3.6 µM;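 active = inhibition above a per-campaign cutoff, the mean of all compounds plus 3 SD, cut at about 60% in these data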;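 note: 0% = DMSO-treated cells and 100% = gossypol-treated cells at 36 µM; higher means less SRC3-driven luciferase light from the GAL4 reporter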
Target sequence (Q9Y6Q9 whole entry, looked up, the tested form may be a part): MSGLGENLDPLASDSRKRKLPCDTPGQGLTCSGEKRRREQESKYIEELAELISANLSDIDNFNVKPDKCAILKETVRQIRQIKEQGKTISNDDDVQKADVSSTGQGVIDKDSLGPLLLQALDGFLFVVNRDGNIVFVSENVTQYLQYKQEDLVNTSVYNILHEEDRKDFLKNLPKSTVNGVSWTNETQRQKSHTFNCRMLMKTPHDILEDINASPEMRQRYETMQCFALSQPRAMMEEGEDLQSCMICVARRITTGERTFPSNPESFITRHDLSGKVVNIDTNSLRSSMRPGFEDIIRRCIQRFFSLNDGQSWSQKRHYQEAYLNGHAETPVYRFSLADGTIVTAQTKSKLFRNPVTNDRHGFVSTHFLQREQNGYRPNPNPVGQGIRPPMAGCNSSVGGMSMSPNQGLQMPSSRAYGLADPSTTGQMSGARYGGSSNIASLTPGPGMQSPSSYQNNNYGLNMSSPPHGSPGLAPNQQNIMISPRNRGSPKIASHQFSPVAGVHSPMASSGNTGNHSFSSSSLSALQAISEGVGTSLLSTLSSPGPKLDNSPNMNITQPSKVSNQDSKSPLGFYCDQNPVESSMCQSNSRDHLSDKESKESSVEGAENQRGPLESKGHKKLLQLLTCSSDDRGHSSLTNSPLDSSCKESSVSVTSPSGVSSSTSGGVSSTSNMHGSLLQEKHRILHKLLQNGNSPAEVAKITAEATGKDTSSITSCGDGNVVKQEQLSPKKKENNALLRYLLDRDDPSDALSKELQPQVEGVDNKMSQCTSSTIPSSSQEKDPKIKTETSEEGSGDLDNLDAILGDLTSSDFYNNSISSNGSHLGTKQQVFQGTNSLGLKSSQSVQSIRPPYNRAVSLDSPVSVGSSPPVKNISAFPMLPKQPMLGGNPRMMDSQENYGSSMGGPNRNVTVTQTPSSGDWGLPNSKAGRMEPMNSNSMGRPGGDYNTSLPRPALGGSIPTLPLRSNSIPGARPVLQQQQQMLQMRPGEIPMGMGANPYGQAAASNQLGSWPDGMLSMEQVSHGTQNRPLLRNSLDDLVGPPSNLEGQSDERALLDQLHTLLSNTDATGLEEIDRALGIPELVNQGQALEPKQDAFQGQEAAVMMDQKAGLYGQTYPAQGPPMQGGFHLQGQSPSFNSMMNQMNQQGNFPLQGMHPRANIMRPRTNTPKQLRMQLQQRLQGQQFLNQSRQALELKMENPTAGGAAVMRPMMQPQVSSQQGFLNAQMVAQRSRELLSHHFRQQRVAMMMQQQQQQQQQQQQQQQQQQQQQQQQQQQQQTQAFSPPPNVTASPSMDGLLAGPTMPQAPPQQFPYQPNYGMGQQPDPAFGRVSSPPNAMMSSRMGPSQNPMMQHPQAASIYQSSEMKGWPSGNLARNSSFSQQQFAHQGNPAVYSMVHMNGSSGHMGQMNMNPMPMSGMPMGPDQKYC
* marks the source's active call; other numbers are inactive results; x = no result given.

SMILES	CF NFkB block	TROY NFkB inh	NCOA1 inh	TWEAK Fn14 block	COUP-TFII inh	EBV LMP1 NFkB	Shn3 3UTR inh	C8 TRAIL sens	KKLEB cytotox	NR5A2 inv ag	NCOA3 inh
COC(=O)c1sc(NC(=O)c2cc(-c3ccccc3)nc3ccccc23)c(C#N)c1C	34	52*	13	35	-7	19	79	52*	-33	7	33
O=C(Cn1[nH]c(=O)c2ccccc2c1=O)OCC(=O)c1ccc(F)c(F)c1	-13	-10	-15	0	-1	-1	-1	-8	-4	-8	4
O=C(O)c1ccccc1NC(=O)c1ccccc1Nc1ccccc1	-9	35	-3	-33	-1	-3	23	5	-15	23	-64
CCOc1ccc(NC(=O)Cn2nnc(C(=O)NCc3ccco3)c2N)cc1	-4	0	6	-12	9	-1	-7	-8	1	3	16
C=CCNc1oc(-c2cccs2)nc1C#N	-2	-6	-6	-18	-3	0	9	-13	0	-3	-32
CCNC(=S)N1CCN(c2nc(-c3ccc(F)cc3)cs2)CC1	-3	7	9	-2	6	9	-2	0	5	-9	14
O=C(NCc1cn2ccsc2n1)c1cccc(C(F)(F)F)c1	5	13	-6	-3	4	5	9	-6	-2	-13	-11
CN(C)c1cccc(F)c1C(=O)NC(=O)Nc1ccc(Cl)cc1	7	2	4	26	5	4	4	7	-18	10	9
CCOC(=O)c1noc(C)c1C(=O)Nc1nc(C)cc(C)n1	-5	-1	5	5	12	-2	-10	-7	8	4	-7
CC(C(=O)Nc1cccc(S(=O)(=O)N2CCOCC2)c1)N1CCN(c2ccc(F)cc2)CC1 (stereo not drawn)	4	19	1	-15	8	-2	16	1	2	13	18
CCN(CC)S(=O)(=O)c1ccc(S(=O)(=O)Nc2c(C)nn(C)c2C)cc1	-21	-12	5	16	37	11	85	24	5	27	20
Cc1[nH]c(C)c(S(=O)(=O)N2c3ccccc3CC2C)c1C(=O)N1CCCCC1 (stereo not drawn)	-7	4	-4	6	14	0	-5	-4	8	14	4
COc1ccc(Oc2cccc(Cl)c2CNC(=O)CSCC(=O)O)cc1	12	-28	11	-1	9	-3	-4	-14	-8	17	11
CCC(CC)c1nnc(NC(=O)C2CC(=O)N(c3ccc4c(c3)OCCO4)C2)s1 (stereo not drawn)	21	9	-5	31	14	9	1	-11	6	1	9
CC(C)(O)C(=O)NN(C(=O)c1ccccc1)c1cccc(Br)c1	0	-1	5	14	12	-2	-3	-9	5	12	19
CSc1ncc2ncn(C3OC(CO)C(O)C3O)c2n1 (stereo not drawn)	4	0	-20	10	-5	-6	15	-6	5	-3	4
CC1CC(C)CN(c2oc(-c3ccccc3F)nc2C#N)C1 (stereo not drawn)	-12	8	2	-29	-5	9	-6	22	4	0	-6
COc1ccc(NC(=O)CN2CCCCC2)c([N+](=O)[O-])c1	18	-64	-15	-11	-23	-6	-17	-6	4	-61	-46
CC(C)CCn1c(SCC(=O)N2CC(=O)Nc3ccccc32)nc2scc(-c3cccs3)c2c1=O	-2	6	11	15	3	6	16	-5	-1	-9	-21
COc1ccc(CNn2c(-c3ccccc3F)nc3ccccc3c2=O)cc1OC	-1	-14	-7	3	8	7	-3	-1	16	3	4
COc1ccc(NS(=O)(=O)c2cc(NC(=O)c3ccco3)ccc2N2CCCC2)cc1	-27	16	2	-3	-35	-2	-22	-12	12	6	18
Cc1cccc(N2CCN(S(=O)(=O)c3ccc4[nH]c(=O)ccc4c3)CC2)c1C	-15	40	-5	12	6	3	25	-11	12	9	-8
O=[N+]([O-])c1ccccc1OCCN1CCOCC1	17	-15	6	-6	1	-5	23	-7	-6	3	-4
CCOc1ccc(C(=O)C[n+]2ccccc2C)cc1	-1	-35	10	-11	5	1	-1	-7	1	-3	15
Cc1cccc(C(=O)Nc2sc3c(c2C#N)CCCCC3)c1	13	37	-109	36	-24	-23	-18	26	-17	-162	-92
O=C(O)CC1(CC(=O)NCc2ccncc2)CCCCC1	-10	-22	-25	6	-19	6	14	14	8	-16	20
COc1ccccc1NC(=O)COc1ccc(C(=O)NC2CCCc3ccccc32)cc1OC (stereo not drawn)	18	-10	-4	-28	11	0	75	12	-19	8	-5
CC(=O)Nc1ccccc1-c1nc2ccc(C(=O)N3CCN(c4ccccc4)CC3)cc2[nH]c1=O	-8	-1	4	-21	2	-6	16	1	14	18	8
CCn1nc(C(=O)NCc2nnc3ccccn23)c2ccccc2c1=O	-8	-15	-8	-9	1	-10	16	-3	-2	-16	3
COCCCNC(=O)c1cccc(NC(=O)c2ccccc2)c1	-5	-7	11	-6	-2	0	12	8	6	-15	8
CSC1=NCCN1C(=O)Cc1ccc(Cl)cc1	-12	-12	5	-2	14	-5	4	-15	10	3	1
CCOc1ccc2ccccc2c1C(=O)N1CCOCC1	4	14	-2	21	13	3	5	1	-3	-9	14
CN(CC(=O)Nc1ccc(F)cc1)C(=O)COc1ccc(C(=O)c2ccccc2)cc1	-5	-10	10	2	-7	-4	-19	-4	16	1	-14
NC(=O)c1ccc(NS(=O)(=O)c2ccc3ccccc3c2)cc1	11	-14	12	13	-37	-7	12	-12	-1	3	9
COc1nc(Nc2ccc(OC)c(Cl)c2)nc(OC)n1	10	-3	-50	-4	4	8	-14	-12	-9	-15	-3
CCOC(=O)c1cc(Sc2ccccc2N)cc(C(=O)OCC)n1	1	20	-7	-19	-11	2	0	3	14	7	20
O=S1(=O)N[C@@H](Cc2ccccc2)COc2cc(Br)ccc21	2	-1	-4	4	-7	-10	-1	-4	10	3	-11
COc1ccc(-c2cc(C(=O)Nc3ccccc3O)c3ccccc3n2)cc1	-22	9	7	3	5	-9	-12	20	2	-2	-1
COc1ccccc1NC(=O)C1CCCN(S(=O)(=O)c2c(C)noc2C)C1 (stereo not drawn)	0	-9	21	-9	4	-1	-12	5	1	-4	-5
Cc1cc(OC(F)F)ccc1NC(=S)NCCc1ccccc1	-33	-8	2	-5	-3	0	-1	-19	22	17	6
COc1cccc(OC(=O)c2cc3ccccc3oc2=O)c1	-24	-57	7	1	14	2	-1	3	-1	3	16
Cc1ccc(NC(=O)C(OC(=O)c2ccc(C=O)cc2)c2ccccc2)cc1Cl (stereo not drawn)	3	-21	-15	-8	x	-1	14	0	17	20	-2
Cc1cc(C(=O)NNC(=O)C(CCC(N)=O)NS(=O)(=O)c2ccc(Cl)cc2)c(C)o1 (stereo not drawn)	-16	-5	0	6	0	6	-9	-4	9	-7	-11
O=[N+]([O-])c1ccc(Oc2ccc(S(=O)(=O)N3CCCCC3)cc2)cc1	-13	12	-7	32	17	6	34	33	2	6	25
CC(=O)c1c(COC(=O)c2ccncc2)nc2ccccc2[n+]1[O-]	-3	0	1	-2	8	-2	0	-13	-1	-1	0
Cc1cc(OCC(=O)N2CCN(c3ccc(F)cc3)CC2)c2c(C)cc(=O)oc2c1	-1	-12	-1	-8	-9	0	-35	35	-2	-3	-6
CCCCCC(=O)Nc1cc(N(C)C)nc2ccccc12	-17	5	13	0	4	1	25	2	-5	5	15
Cc1ccc(S(=O)(=O)c2c(N)n(NC(=O)c3ccco3)c3nc4ccccc4nc23)cc1	14	-16	-4	7	3	3	0	28	-2	-9	3
COc1ccc(/C(C)=N/NC(=O)CCC(=O)Nc2ccc(Cl)cc2Cl)c(OC)c1	9	15	-9	6	-4	-8	1	-2	-12	14	17
CCN1CCCC1CNC(=O)c1[nH]c2ccc(OC)cc2c1C (stereo not drawn)	-3	2	4	-8	7	-11	18	-9	12	-19	3
COc1ccc(Cl)cc1CC=NNC(=O)c1cccc(C)c1O	-14	-3	-9	-8	9	-4	2	3	17	3	-4
Cc1ccc(Sc2c(CO)c(-c3ccccc3)nn2C)cc1	32	22	-13	18	-36	7	-2	-37	-2	16	17
CCN1CCN(C(=O)c2ccc(Cn3c(=O)[nH]c4cc(OC)c(OC)cc4c3=O)cc2)CC1	-18	21	-2	-9	13	11	-5	-11	-1	4	-3
O=C(C1CCCC1)N1CCN(S(=O)(=O)c2ccc(F)c(F)c2F)CC1	-6	2	-5	3	-20	0	7	-3	0	15	1
Cc1ccc(S(=O)(=O)c2ccc(NN)cc2)cc1	3	-8	12	19	0	-3	4	-4	0	1	1
CC(C)NC(=O)c1ccc2c(=O)n(CC3CCCO3)c(=S)[nH]c2c1 (stereo not drawn)	-1	-19	9	0	-2	1	-6	-7	20	7	11
C/C(=N\NC(=O)c1nnn(-c2nonc2N)c1CSc1ccccc1)c1cccnc1	8	8	-7	-20	-9	3	-1	7	6	-4	0
CCn1c(C)c(C(C)=O)c(SC)nc1=S	5	-6	0	4	12	4	-1	4	18	-4	18
Cn1ncc(Br)c1C(=O)Nc1ccc(F)cc1F	6	15	-33	3	25	4	-7	-1	-6	-1	7
Cc1cc(Cl)ccc1NS(=O)(=O)c1c(C)[nH]c(=O)[nH]c1=O	4	-3	10	-5	-13	-113	-1	-19	6	-13	16

Taken from above (3 entries):
SMILES	CF NFkB block	TROY NFkB inh	NCOA1 inh	TWEAK Fn14 block	COUP-TFII inh	EBV LMP1 NFkB	Shn3 3UTR inh	C8 TRAIL sens	KKLEB cytotox	NR5A2 inv ag	NCOA3 inh
CCn1c(C)c(C(C)=O)c(SC)nc1=S	5	-6	0	4	12	4	-1	4	18	-4	18
Cn1ncc(Br)c1C(=O)Nc1ccc(F)cc1F	6	15	-33	3	25	4	-7	-1	-6	-1	7
Cc1cc(Cl)ccc1NS(=O)(=O)c1c(C)[nH]c(=O)[nH]c1=O	4	-3	10	-5	-13	-113	-1	-19	6	-13	16

More results
SMILES	CF NFkB block	TROY NFkB inh	NCOA1 inh	TWEAK Fn14 block	COUP-TFII inh	EBV LMP1 NFkB	Shn3 3UTR inh	C8 TRAIL sens	KKLEB cytotox	NR5A2 inv ag	NCOA3 inh
OCC1(Cc2ccc(Cl)cc2)CCN(CC2CC=CCC2)CC1 (stereo not drawn)	-24	12	-5	10	-1	-8	-3	10	-2	-14	9
COc1cc(CCCN[C@H](CN)Cc2ccccc2)cc(OC)c1OC	-6	-1	-6	-19	-3	-5	-13	-7	8	-11	-2
COc1ccc(/C=C(\NC(=O)c2ccc(Cl)cc2)C(=O)NCCCn2ccnc2)cc1OC	-5	-11	-4	6	1	-1	-16	0	-6	2	6
Cc1ccc(C)c(SCC(=O)Nc2cccc(S(=O)(=O)NC3=NCCCCC3)c2)c1	-15	6	15	11	-13	0	16	-8	8	4	1
O=c1[nH]c(N2CCOCC2)nc2ncn(Cc3ccccc3)c12	-6	0	3	-13	-16	8	-7	-21	-1	-6	19
COCCCNC(=O)[C@H]1N2C(=O)c3ccccc3C2SC1(C)C (stereo partly drawn)	-23	-10	16	4	-8	-9	-22	-3	1	2	0
Cc1ccc(-c2nc3c(Cl)cc(C(F)(F)F)cn3c2Cc2cccc(F)c2)cc1	4	16	5	2	-4	x	-15	35	-4	11	-12
Cc1cc(C)n(-c2nc3ccccc3nc2Nc2ccc3c(c2)OCO3)n1	-24	-14	15	-1	-1	-2	-10	12	-8	-3	8
FC(F)(F)c1ccc2c(c1)[nH]c(=S)n2C1CC1	-4	6	-17	-3	7	5	-27	-8	17	-4	20

Some of the compounds tested; the hit share may differ from the screen's.
